M5 antag: human M5 muscarinic receptor antagonists, primary screen, CHO cells, Fluo-8 calcium fluorescence. CHO-hM5 cells, ACh EC80. inhibition, % at 3 µM. AID 624040, 2012. actives 0.59% (n = 360,000). Muscarinic acetylcholine receptor M5 (Homo sapiens), P08912;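 active = inhibition above a per-plate cutoff, the mean of that plate's test compounds plus 3 SD, cut at about 27% in these data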;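 also: 0% = acetylcholine EC80 with DMSO and 100% = DMSO without agonist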
Target sequence (P08912 whole entry, looked up): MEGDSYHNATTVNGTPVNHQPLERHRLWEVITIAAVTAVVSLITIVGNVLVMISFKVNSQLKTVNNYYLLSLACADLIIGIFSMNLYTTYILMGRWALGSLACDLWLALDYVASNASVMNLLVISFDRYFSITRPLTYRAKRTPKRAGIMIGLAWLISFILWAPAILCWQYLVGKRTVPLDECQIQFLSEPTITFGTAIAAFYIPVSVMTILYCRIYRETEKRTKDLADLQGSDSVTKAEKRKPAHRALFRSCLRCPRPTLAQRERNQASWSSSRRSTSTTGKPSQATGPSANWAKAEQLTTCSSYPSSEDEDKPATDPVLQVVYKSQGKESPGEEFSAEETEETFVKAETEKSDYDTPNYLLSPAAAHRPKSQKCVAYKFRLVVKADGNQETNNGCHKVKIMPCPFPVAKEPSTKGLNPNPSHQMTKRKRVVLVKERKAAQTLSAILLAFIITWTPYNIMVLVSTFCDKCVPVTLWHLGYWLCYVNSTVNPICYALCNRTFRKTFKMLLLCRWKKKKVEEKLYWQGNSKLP
CRFR2-BP antag: antagonists of CRF-BP/CRF-R2 complex, primary screen, cell-based, HEK293, calcium dye fluorescence, uHTS | inhibition, % at 11.8 µM | CRF-induced calcium fluorescence | actives 0.59% (n = 350,000);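 active = inhibition of the ligand-induced calcium signal above about 50% at the single tested concentration, limit read from the data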
M5 ag: human M5 muscarinic receptor agonists, primary screen, CHO-K1 cells, Fluo-8 calcium fluorescence. Muscarinic acetylcholine receptor M5 (Homo sapiens), P08912. CHO-K1 hM5 cells; 0% DMSO wells, 100% maximal acetylcholine response. activation, % at 3 µM. actives 0.19% (n = 360,000);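 active = activation above the run's mean over test compounds plus 3 SD, cut at about 23% in these data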;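 also: signal is peak over basal fluorescence ratio across the kinetic read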
CHRM4 PAM: human M4 muscarinic receptor positive allosteric modulators, primary screen, CHO-K1 cells, Fluo-8 calcium fluorescence; AID 624126, 2012; activation, % at 3 µM; actives 0.4% (n = 360,000); CHO-K1 hM4/Gqi5, ACh EC20; 0% = ACh EC20, 100% = maximal ACh; Muscarinic acetylcholine receptor M4 (Homo sapiens), P08173;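 active = activation above its plate's cutoff, the mean activation of sample wells plus 3 SD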; also: some results filed as inactive read as strong as hits
Target sequence (P08173 whole entry, looked up): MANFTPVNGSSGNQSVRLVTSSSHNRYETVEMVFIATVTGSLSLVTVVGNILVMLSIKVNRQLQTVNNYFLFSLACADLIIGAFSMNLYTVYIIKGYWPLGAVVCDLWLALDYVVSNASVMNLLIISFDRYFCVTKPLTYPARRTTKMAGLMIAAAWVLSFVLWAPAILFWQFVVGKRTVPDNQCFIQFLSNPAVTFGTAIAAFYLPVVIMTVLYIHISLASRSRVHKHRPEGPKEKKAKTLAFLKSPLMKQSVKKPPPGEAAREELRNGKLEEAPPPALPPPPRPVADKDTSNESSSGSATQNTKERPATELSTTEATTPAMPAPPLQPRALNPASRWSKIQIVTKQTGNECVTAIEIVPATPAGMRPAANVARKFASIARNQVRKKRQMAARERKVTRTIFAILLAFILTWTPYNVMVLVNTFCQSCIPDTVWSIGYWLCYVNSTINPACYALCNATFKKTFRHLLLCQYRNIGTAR
TAAR1 ag: human TAAR1 agonists, primary screen, Fluo-8 calcium fluorescence, CHO RD-HGA16 cells; Trace amine-associated receptor 1 (Homo sapiens), Q96RJ0; actives 0.99% (n = 360,000); activation, % at 3 µM; vehicle wells 0%, saturating PEA agonist 100%;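 active = activation above the mean activation of all test compounds in the run plus 3 SD, cut at about 38% in these data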
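System: CHO-derived RD-HGA16 cells with stable Gα16 and human TAAR1 / Times: 17-24 h plating, Fluo-8 75 min 37 °C, 30 min RT / Technique: calcium-sensitive Fluo-8 signal, excitation 470-495, emission 515-575 nm / Measure: % activation relative to PEA EC100 response / Benchmarks: DMSO and PEA EC100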
CRFR2-BP ag: agonists of CRF-BP/CRF-R2 complex, primary screen, cell-based, HEK293, calcium dye fluorescence, uHTS; calcium dye fluorescence (FLIPR); percent of saturating CRF peptide response; actives 0.46% (n = 350,000); activation, % at 13.2 µM; CRF-binding protein / CRF receptor 2 complex (human);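 active = activation of at least 50%, plus an integration ratio under a set limit after plate pattern correction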;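 also: plate controls were neutral control wells without compound for no effect and CRF at EC100 for full effect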
M1 PAM parental: nonselective calcium activators in parental CHO-K1 cells, primary screen, counter-screen for M1 PAM project, cell-based, Fluo-8 calcium fluorescence, full deck, 1536-well; ATP EC20; 0% at ATP EC20, 100% at ATP max; activation, % at 3 µM; actives 0.02% (n = 360,000);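 active = activation above the run cutoff, the mean activation of all test compounds plus 3 SD, cut at about 40% in these data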;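 also: peak over basal fluorescence ratio in a 140 s read after ATP addition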
TAAR1 antag: human TAAR1 antagonists, primary screen, Fluo-8 calcium fluorescence, CHO RD-HGA16 cells. actives 1.5% (n = 360,000). Trace amine-associated receptor 1 (Homo sapiens), Q96RJ0. AID 624466, 2012. inhibition, % at 3 µM. antagonist;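 active = inhibition above a per-plate cutoff, the mean inhibition of test compounds on that plate plus 3 SD, cut at about 49% in these data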;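 also: 0% = DMSO plus EC80 beta-PEA response and 100% = DMSO alone without agonist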
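System: RD-HGA16 CHO cells with stable hTAAR1 and Gα16 | Probe or stimulus: EC80 β-phenethylamine stimulus | Dosing: 3 µM, single point | Times: Dye loading 75 min at 37 °C, then 30 min room temperature | Measured by: Fluo-8 calcium-sensitive fluorescence | Read-out basis: % inhibition of agonist calcium response | Replicates: n of 1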
M5 PAM: human M5 muscarinic receptor positive allosteric modulators, primary screen, CHO-K1 cells, Fluo-8 calcium fluorescence. Muscarinic acetylcholine receptor M5 (Homo sapiens), P08912. CHO-K1 hM5, ACh EC20 PAM; 0% = ACh EC20, 100% = ACh EC100. activation, % at 3 µM. actives 0.3% (n = 360,000). AID 624038, 2012;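 active = activation above the run cutoff, the mean activation of all test compounds plus 3 SD, cut at about 18% in these data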
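system = human M5 receptor in CHO-K1 cells | compound = one concentration, 3 µM final (nominal) | schedule = Post-acetylcholine fluorescence recording 140 s | signal = Fluo-8 calcium dye fluorescence, kinetic read | benchmarks = low control EC20 acetylcholine (0%), high control EC100 acetylcholine (100%) | repeats = singlicate, one well per test compound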
The depositor's hits bear a star; x = not tested or not shown.

SMILES	M5 antag	CRFR2-BP antag	M5 ag	CHRM4 PAM	TAAR1 ag	CRFR2-BP ag	M1 PAM parental	TAAR1 antag	M5 PAM
CC1(C)CC2(CC(C)(C)NC(=O)N2)NC(=O)N1	0	3	1	9	-1	0.4	7	-20	0
COC(=O)C1=C(C(=O)OC)[C@]2([C@@H]3CC=CCN[C@@H](Cc4ccccc4)C(=O)N3Cc3ccccc3)C=C[C@H]1O2	8	-32	-1	-3	1	7.4	25	-6	-3
COc1ccc(CCNC(=O)CN(CCc2ccccc2)S(C)(=O)=O)cc1OC	2	11	-3	3	6	-0.2	3	1	-6
Cc1ccc(-c2nn(-c3ccccc3)cc2/C=C(\C#N)C(=O)NCc2ccccc2)cc1	-5	-38	-3	2	1	9.6	18	-12	4
COc1ccc2c(c1)S/C(=C\C(=O)c1ccncc1)N2C	-4	18	-3	2	11	-0.9	21	8	3
COc1ccc(OCCC(=O)NCC23CC4CC(CC(C4)C2)C3)cc1	-6	-26	0	-2	2	3.9	4	11	-2
Cn1ccsc1=NC(=O)c1ccccc1OC(F)F	2	4	-8	3	0	0.2	21	-9	-3
Cc1ccccc1C(=O)NNC(=O)Cc1cccc2ccccc12	5	12	0	3	0	0.2	-12	4	-10
COc1ccc(C(CC(=O)N2CCCC2)c2ccc(F)cc2)cc1 (stereo not drawn)	17	14	1	-7	6	-1.4	12	-35	-7
CSCCC(NC(=O)c1ccccc1Cl)C(=O)NNC(=O)c1csc(N2CCOCC2)n1 (stereo not drawn)	-2	-11	-5	10	2	1.1	1	6	7

Single entries from above.
`COC(=O)C1=C(C(=O)OC)[C@]2([C@@H]3CC=CCN[C@@H](Cc4ccccc4)C(=O)N3Cc3ccccc3)C=C[C@H]1O2` in TAAR1 ag is entered as 1
`COc1ccc(C(CC(=O)N2CCCC2)c2ccc(F)cc2)cc1` (stereo not drawn) in TAAR1 antag is entered as -35
`Cc1ccccc1C(=O)NNC(=O)Cc1cccc2ccccc12` in CRFR2-BP antag is entered as 12
`CSCCC(NC(=O)c1ccccc1Cl)C(=O)NNC(=O)c1csc(N2CCOCC2)n1` (stereo not drawn) in CRFR2-BP antag is entered as -11

Back to the main list with the four entries that preceded the break.
SMILES	M5 antag	CRFR2-BP antag	M5 ag	CHRM4 PAM	TAAR1 ag	CRFR2-BP ag	M1 PAM parental	TAAR1 antag	M5 PAM
Cn1ccsc1=NC(=O)c1ccccc1OC(F)F	2	4	-8	3	0	0.2	21	-9	-3
Cc1ccccc1C(=O)NNC(=O)Cc1cccc2ccccc12	5	12	0	3	0	0.2	-12	4	-10
COc1ccc(C(CC(=O)N2CCCC2)c2ccc(F)cc2)cc1 (stereo not drawn)	17	14	1	-7	6	-1.4	12	-35	-7
CSCCC(NC(=O)c1ccccc1Cl)C(=O)NNC(=O)c1csc(N2CCOCC2)n1 (stereo not drawn)	-2	-11	-5	10	2	1.1	1	6	7
Cc1cn(CC(=O)NCCCn2ccnc2)c(=O)[nH]c1=O	-4	10	1	3	0	0.9	18	0	1
N#CCCN(C(=O)COC(=O)c1ccc2c(c1)OCO2)c1ccccc1	-5	8	2	10	4	-0.2	6	-6	-2
O=C1CS/C(=C/C(=O)c2ccccc2)N1	2	-2	0	-4	6	0.2	-6	-1	-4
Cc1ccnc(NC(=S)NC(=O)c2cccs2)c1	-2	-1	1	1	0	-3.9	20	-23	1
COC(=O)c1ccc2nc(NC(=O)CN3C(=O)CCC3=O)sc2c1	-4	2	0	9	4	-1.3	23	1	7
Cc1cc(C(=O)NCC(=O)OCC(=O)NCCc2ccccc2)ccc1[N+](=O)[O-]	-6	-5	7	-2	2	-0.7	-18	-21	8
Nc1nc(NCc2ccccc2)nc(NCCO)c1[N+](=O)[O-]	3	-13	12	5	8	-1.1	-2	-39	1
COc1ccc(NS(=O)(=O)c2cccc(C(=O)N/N=C(\C)c3ccncc3)c2)cc1	-5	9	-2	-1	6	-0.1	10	11	-1
Cn1c2c(c3cc([N+](=O)[O-])ccc31)CCCC2	-16	7	6	-5	1	-1.3	14	-28	-3
Cc1cc(-c2n[nH]c(=S)n2/N=C/c2ccco2)n[nH]1	12	0	-1	-14	1	-1.4	9	-18	-1
Cc1cc(C)n2nc(C(=O)Nc3cccc(S(=O)(=O)N4CCOCC4)c3)nc2n1	3	1	3	4	1	-1.1	-1	-5	3
Cc1ccccc1NC(=O)CN1CCCC1	-3	7	-1	3	0	-1.9	9	6	1
COCCNc1nc(NCCOC)c2sc(-c3ccccc3)cc2n1	1	x	0	-1	1	x	16	-7	-2
O=C(c1ccc(CNc2c(N3CCCC3)c(=O)c2=O)cc1)N1CCc2ccccc2C1	1	7	0	0	4	1.4	12	-16	-4
CCc1ccc2nc(SCC(=O)Nc3nnc(C)s3)c(C)cc2c1	6	-23	4	-2	2	-0.8	4	15	0
Clc1ccccc1N=Nc1ccccn1	20	-43	16	-4	4	63*	11	-3	-17
O=C(C1CCC(=O)N(C2CCCC2)C1)N1CCN(c2ccc(Cl)cc2)CC1 (stereo not drawn)	-13	-4	3	-3	0	-1.8	-2	-16	7
O=C(NCc1ccc(C(F)(F)F)cc1)c1cccc2c(-c3cccnc3)coc12	7	x	1	-11	2	x	6	34	-6
O=C1NC[C@H](Cc2ccc(O)cc2)N(CC2CCCCC2)C1=O	9	5	4	2	2	-0.1	-10	7	-5
Cc1ccc(NC(=O)COC(=O)CCc2nc3ccccc3c(=O)[nH]2)c(Br)c1	-2	-3	-4	25*	-2	-3.4	-5	-31	1
Cc1cccc(NC(=O)/C=C/c2ccc([N+](=O)[O-])s2)c1	14	13	-3	-6	4	-1.3	26	-10	-7
C[C@H](O)[C@@H]1C(=O)N2CCc3ccc(-c4ccccc4)cc3[C@@H]2C[C@@H]1N(C)C(=O)c1cccnc1	-2	5	0	3	1	-1.4	-6	-1	4
O=c1c2ccsc2ncn1Cc1ccccc1F	-1	13	-1	-4	2	-1.6	-7	-9	0
N#CC1(C#N)C(c2ccccc2)OC23CCCCCC2C1(C#N)C(=N)O3 (stereo not drawn)	5	-27	-2	20	0	-0.4	-2	6	0
O=C(O)COc1cccc(NC(=O)c2ccccc2)c1	-1	14	2	5	2	-0.6	27	2	1
CSc1nsc(SC)c1C(=O)Nc1ccc(Cl)cc1	5	-5	-9	-8	-1	-0.5	-14	-3	-3
NC(=O)c1ccc(NC(=O)COC(=O)c2cc(S(=O)(=O)N3CCOCC3)ccc2N2CCCCC2)cc1	11	-24	-5	1	2	3.4	19	-28	4
Cc1sc(N)nc1-c1ccccc1	-6	-4	2	2	0	-0.5	5	-24	5
Cc1cc(NCc2cccnc2)no1	4	-2	-1	10	5	-0.2	10	-36	9
O=C(Nc1ccc(Cl)c(Cl)c1)N1CC=C(c2ccccc2)CC1	5	15	-6	-6	13	0.6	20	27	-9
O=C(CS(=O)(=O)c1ccccc1)Nc1ncc([N+](=O)[O-])s1	1	8	1	10	10	1.5	10	-5	4
CCOCc1[nH]c(=S)[nH]c(=O)c1Cc1ccc(OCC)cc1	2	4	2	5	10	-3.9	22	21	7
CCOc1ccc(C(=O)NCC(=O)NNC(=O)c2cc(C)oc2C)cc1OCC	5	-12	0	13	-1	-2.1	11	-4	3
CC1=C(C(=O)OCc2ccccc2)C(c2ccccc2Cl)NC(=O)N1C (stereo not drawn)	5	-7	0	-4	0	0.7	-24	-7	6
CCC(C)(C(=O)NC1CCCC1)N(Cc1cccs1)C(=O)c1ccccn1 (stereo not drawn)	9	9	-3	0	0	-3.2	-5	-30	-3
Cc1ccc(-n2ncc3c(=O)n(CC(=O)N(C)C)cnc32)cc1C	-6	-5	6	-5	1	0.0	10	5	-1
O=C(Nc1cccc2cccnc12)c1cccc(Cl)c1	5	17	-1	4	-3	0.4	14	-7	-2
Nc1nc(NC(=O)c2ccccc2)nn1-c1ccccc1	1	-5	-1	-1	7	-1.4	13	-31	-4
CN1CCN(CCC(=O)Nc2ccc(C3CCCC3)cc2)CC1	7	5	-13	0	5	0.2	24	-16	6
O=S1(=O)N[C@H](Cc2ccccc2)COc2cc(N3CC[C@H](O)C3)ccc21	1	x	2	12	5	x	3	-6	2
CC1(C(=O)Nc2ccc(Cl)c(Cl)c2)CCN1C(=O)C1CCCCC1 (stereo not drawn)	-4	x	-1	-6	-1	x	13	-40	0
Cc1cc(Sc2ncnc(N)c2[N+](=O)[O-])ncn1	0	7	-2	0	x	-1.2	17	x	-3
CCCCc1cc(O)c(CCCC)c(O)c1	33*	-51	64*	-18	113*	100*	-9	102*	-16
NNC(=O)c1csc(CS(=O)(=O)c2ccc(Cl)cc2)n1	-2	0	4	-5	2	-0.2	0	10	-3
COc1ccc(NC(=O)c2cc(S(=O)(=O)N3CCOCC3)cn2C)cc1Cl	-5	-17	4	7	2	0.9	12	-22	1
CCOc1ccc(NC(=O)c2cc(S(=O)(=O)N3CCOCC3)cs2)cc1	16	11	-2	-7	2	-0.3	-17	5	-6
O=C(Nc1cccc2cccnc12)c1ccc2sc([C@H]3C[C@H](O)[C@@H](CO)O3)nc2c1	4	x	2	-4	10	x	6	24	-7
Cc1[nH]nc2c1C(c1ccsc1)C1=C(CC(C)(C)CC1=O)N2 (stereo not drawn)	12	-17	-4	3	3	4.2	-10	-2	-1
COc1cccc(C(CCc2cc(OC)c(OC)c(OC)c2)NC(C)=O)c1 (stereo not drawn)	12	2	4	0	0	-0.9	-12	15	-5
O=C(Cc1ccccc1F)Nc1nc2ccccc2[nH]1	2	-6	-2	-6	3	-2.1	1	-16	3
Continued:
SMILES	M5 antag	CRFR2-BP antag	M5 ag	CHRM4 PAM	TAAR1 ag	CRFR2-BP ag	M1 PAM parental	TAAR1 antag	M5 PAM
O=C(Nc1nc2ccc(F)cc2s1)c1ccccn1	x	1	x	x	6	-0.8	x	12	x
O=S1(=O)N=C(Oc2ccccc2)c2ccccc21	0	21	-1	16	1	-0.1	14	12	4
Nc1[nH]c(N=NC(=O)c2ccc(F)cc2)c2ccccc12	6	-31	0	12	2	1.2	-3	0	0
Cc1ccccc1C(=O)N1CCC(C(=O)NN2C(=O)NC3(CCC(C)CC3)C2=O)CC1 (stereo not drawn)	2	-2	0	10	0	-0.5	13	-5	6
CCN(CC)C(=O)c1ccccc1NC(=O)CN1C(=O)c2ccccc2C1=O	7	-1	-4	-1	1	1.1	14	-10	4
COCc1cc(C)nc(SCC(=O)Nc2ccc3c(c2)n(C)c(=O)n3C)c1C#N	-6	-3	-4	8	2	-0.7	-5	-21	-2
CCC(C)NC(=S)N1CCN(C(c2ccccc2)c2ccccc2)CC1 (stereo not drawn)	-4	23	-10	-16	-1	-0.4	17	-9	-11
